Source: PubChem (National Center for Advancing Translational Sciences (NCATS))
HT1080 IDH1KD tx: HT-1080 IDH1 knockdown cell toxicity (counter line); Potency, µM (doses to about 46.1 µM), inactives show at the highest dose activity, negative = toxicity, actives largely listed as cytotoxic; 360,000 tested, 2% active; HT-1080 IDH1 knockdown viability, ATP luminescence, 48 h;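 further: 0% = DMSO wells and -100% = cell-free medium wells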
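CellTiter-Glo luminescence after 48 h compound exposure at 37 degrees C of IDH1-knockdown HT-1080 cells in 5% FBS RPMI. %Activity scaled between DMSO wells and cell-free media wells, with curves fitted and assigned curve classes.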
KB-3-1 tox: kills parental KB-3-1 adenocarcinoma cells; KB-3-1 viability, CellTiter-Glo ATP luminescence, 72 h; Potency, µM (highest dose often 46.1 µM), for inactives: top-dose activity change, negative = cytotoxic, actives largely listed as cytotoxic; 400,000 tested, 1.4% active; AID 1347075; further: on the % scale 0 is the no-effect control and ±100 the full control effect; nearly all actives have a fitted effect of over 60% in size
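Cells are dispensed, compounds pinned in, plates held at 37 °C for 72 h, then CellTiter-Glo is added and luminescence read after 10 minutes. Cell line: parental KB-3-1 in phenol-red-free DMEM, 10% FBS.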
GLP-1R inv ag: acts as inverse agonist at human GLP-1 receptor. P43220. HEK293 GLP-1R CRE-luciferase, luminescence, 24 h; GLP-1R form is constitutively active. Potency, µM (highest dose often 38.3 µM), for inactives: at the highest dose activity change, negative = inhibition, usual class: inhibitors. 410,000 tested, 1.6% active. AID 624417; further: on the % scale 0 is the no-effect control and ±100 the full control effect; nearly all actives have a fitted effect of over 55% in size
Target sequence (P43220 whole entry, looked up): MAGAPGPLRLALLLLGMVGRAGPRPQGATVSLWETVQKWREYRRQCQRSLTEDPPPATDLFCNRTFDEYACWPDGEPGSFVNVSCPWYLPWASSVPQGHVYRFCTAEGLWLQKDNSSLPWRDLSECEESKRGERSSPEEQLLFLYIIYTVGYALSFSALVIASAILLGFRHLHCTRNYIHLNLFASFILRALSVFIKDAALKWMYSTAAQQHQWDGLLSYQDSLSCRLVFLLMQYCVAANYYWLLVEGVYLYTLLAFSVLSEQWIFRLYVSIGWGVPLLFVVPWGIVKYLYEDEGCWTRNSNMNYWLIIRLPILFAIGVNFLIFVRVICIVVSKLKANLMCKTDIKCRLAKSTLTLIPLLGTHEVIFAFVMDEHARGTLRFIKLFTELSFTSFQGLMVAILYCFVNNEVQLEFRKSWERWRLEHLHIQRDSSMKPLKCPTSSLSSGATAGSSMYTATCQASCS
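Luminescence readout: a drop in cAMP-driven luciferase signal flags inverse agonism at a constitutively active GLP-1R stably expressed in HEK293. Compound exposure lasted 24 hr at 37 deg C, 5% CO2.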
HT1080-NT tox: kills 2HG-producing HT-1080-NT fibrosarcoma cells. AID 686970. Potency, µM (series often up to 46.1 µM), for the others: at the highest dose activity, negative = less viability, usual class: cytotoxic. HT-1080-NT fibrosarcoma viability, CellTiter-Glo ATP luminescence, 48 h. 360,000 tested, 1.6% active;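 further: NT is the 2HG producing partner of a matched IDH1 knockdown line; 0% = DMSO-treated cells and -100% = media-only wells without cells; nearly all actives have a fitted effect of over 55% in size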
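Toxicity toward the 2HG-producing NT line was scored as %Activity, normalised to DMSO and no-cell wells, from CellTiter-Glo luminescence after 48 hours' treatment.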
KB-V1 cytotox: KB-V1 MDR subline cytotoxicity | AID 1347076 | KB-V1 MDR cells viability, CellTiter-Glo, 72 h | Potency, µM (series often up to 46.1 µM), for the others: at the top dose activity change, negative = cytotoxicity, most hits filed as cytotoxic | 400,000 tested, 3.4% active; further: on the % scale 0 is the no-effect control and ±100 the full control effect; nearly all actives have a fitted effect of over 60% in size
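Readout: CellTiter-Glo luminescence, 10 min after addition. Cells: KB-V1 MDR subline, 72 h at 37 degrees C with compound. Analysis: corrected, normalized data fitted to concentration-effect curves.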
TDP-43 yeast inh: inhibitors of TDP-43 toxicity in yeast | TDP-43 expressing yeast growth rescue, BacTiter-Glo, 24 h | Potency, µM (top dose mostly 46.1 µM), for the others: at the top dose growth rescue (activation), hits mostly activators | 410,000 tested, 1.8% active; further: % of control where 0% means no effect; nearly all actives have a fitted effect of over 50% in size
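Cell-based yeast growth screen: TDP-43 expression induced in galactose, inoculum OD600=0.02 after raffinose pregrowth to mid-log. Read-out BacTiter-Glo luminescence at 24 hr, 30 deg C; inhibition of toxicity seen as signal increase.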
GLP-1R agonist: agonists of human GLP-1 receptor. P43220. AID 624172. Potency, µM (highest dose often 45.6 µM), for inactives: at the highest dose activation, usual class: activators. HEK293 GLP-1R CRE-luciferase, luminescence, 4-6 h; cells express a hypersensitive GLP-1R form. 380,000 tested, 0.007% active; further: % of control where 0% means no effect
SW480 rerep: DNA re-replication induction in SW480 cells; 340,000 tested, 1.8% active; Potency, µM (series often up to 46.1 µM), inactives show at the highest dose re-replication activation, usual class: activators; SW480 DNA re-replication, Hoechst DNA content imaging, 48 h; AID 624297; further: % of control where 0% means no effect; nearly all actives have a fitted effect of over 55% in size
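SW480 cells exposed to compounds for 48 hr at 37 C, 5% CO2, then Hoechst-stained 40 min. Nuclear DNA content imaged by fluorescence scanning (405 nm excitation, 500-530 nm emission); re-replication scored as increased high-intensity nuclei.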
HEK293 tox: cytotoxicity counter-screen for GLP-1 receptor inverse agonists | 410,000 tested, 0.13% active | Potency, µM (highest dose often 38.3 µM), for the others: at the highest dose activity change, negative = inhibition, hits mostly inhibitors | HEK293 cAMP-luciferase reporter cells, luminescence, 24 h;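 further: loss of luciferase light is scored as toxicity; on the % scale 0 is the no-effect control and ±100 the full control effect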
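1536-well qHTS counterscreen of the MLSMR; 200 cells/uL, 12 h pre-incubation, 23 nL cpd, 24 h at 37 deg C 5% CO2, luciferase detection reagent, 12 min RT, luminescence. Inhibition = undesired.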
* marks the source's active call; other numbers are inactive results; i = inactive; ? = inconclusive; . = not tested or not shown; & = joins results of further samples; [ ] = another dose, or the depositor's remark. The call rests on the fitted dose curve; in most records, active means well fitted curve in the direction sought with a large enough effect; inconclusive means small, poorly fitted or top-dose-only effect, or another doubt; inactive means no such curve, though single readings can be large; an effect the other way counts as inactive or inconclusive. Potency means the concentration at half of the fitted maximal effect.

Structure	HT1080 IDH1KD tx	KB-3-1 tox	GLP-1R inv ag	HT1080-NT tox	KB-V1 cytotox	TDP-43 yeast inh	GLP-1R agonist	SW480 rerep	HEK293 tox
CC(C)NC(=S)N/N=C/c1cccs1	-13%	21%	?	-2%	16%	9%	-1%	6%	?
O=C(Cc1cccs1)N1CCN=C1SCc1ccc(Br)cc1	-26%	0%	?	-29%	?	?	15%	2%	4%
CC(C)(C)OC(=O)NCCCC[C@H](NC(=O)c1nc[nH]c1C(=O)NC1CCN(C(=O)OC(C)(C)C)CC1)C(=O)OC(C)(C)C	?	?	?	?	?	15%	-2%	6%	-25%
CC(C)C[C@@H](CN)NC(=O)c1nc[nH]c1C(=O)N[C@@H](Cc1ccccc1)C(=O)CNC[C@H](C)NC(=O)c1nc[nH]c1C(=O)N[C@@H](CC(=O)O)C(=O)O	13%	1%	18%	15%	-2%	8%	0%	9%	-3%
O=C(CSc1ncccn1)NC(=O)NCc1ccccc1	10%	-3%	9%	6%	11%	3%	0%	0%	-7%
O=S(=O)(c1ccccc1)N(CC(O)CN1CCOCC1)c1ccccc1 (stereo not drawn)	10%	2%	-5%	0%	-13%	5%	12%	-6%	-5%
COC(=O)c1cc(C(=O)NCCC(C)C)cc([N+](=O)[O-])c1	-7%	0%	31%[activator]	7%	-1%	8%	4%	-3%	2%
COc1cc(/C=C2\C(=N)N3N=CSC3=NC2=O)ccc1OS(=O)(=O)c1ccccc1	1%	6%	17%	-1%	?	-13%	0%	-5%	-1%
CCN(CC)C1CCN(Cc2c(C(=O)N3CCCCCCC3)nc3ccc(Cl)cn23)C1 (stereo not drawn)	11%	3%	22%	5%	-12%	-1%	-2%	0%	3%
O=C(/C=C/c1cccc([N+](=O)[O-])c1)Nc1cccc(NC(=O)c2cccs2)c1	-6%	-19%	?	-19%	-2%	13%	-1%	-4%	10%
COc1ccccc1NC(=O)N1CCN(c2nnc(C)c3c(C)n(-c4ccc(Cl)cc4)nc23)CC1	.	0%	6%	.	0%	-10%	.	.	-2%
CC1(C(=O)NS(=O)(=O)c2ccc(F)cc2F)CCN1C(=O)c1ccc(C2CCCCC2)cc1 (stereo not drawn)	?	0%	-12%	0%	?	?	-1%	.	5%
COCOCCn1cc(CN2CCS(=O)(=O)N(Cc3ccc(-c4ccc(C)cc4)cc3)C(C)C2=O)nn1 (stereo not drawn)	-13%	-19%	?	-12%	-6%	0%	-2%	.	-4%
COc1ccc(NC(=O)C2CCCN(C(=O)Nc3cccc(OC)c3)C2)cc1 (stereo not drawn)	-4%	2%	-28%	-15%	7%	8%	9%	-9%	0%
COc1ccccc1NC(=O)NCCCl	8%	2%	4%	-1%	-4%	-13%	5%	-3%	-5%
Cc1ccc(C)c(S(=O)(=O)N2CCN(C(=O)C3CCN(C(=O)c4ccc(F)cc4)CC3)CC2)c1	-1%	-24%	-21%	0%	7.3µM*	11%	-11%	-8%	-6%
COc1ccc(CCNC(=O)CS(=O)Cc2nc(-c3ccc(C)cc3)oc2C)cc1OC (stereo not drawn)	-1%	-14%	-26%&-1%	1%	14%	-2%&27%	-4%	-12%	-7%&-1%
Fc1ccc(-n2ncc3c(N4CCN(Cc5ccccc5)CC4)ncnc32)cc1	.	-1%	2%	.	-15%	0%	.	.	1%
CC(=O)N/C(=C\c1ccccc1)C(=O)OCc1ccc(F)cc1	4%	-2%	0%	2%	?	-4%	2%	-12%	6%
COc1cc2oc(=O)cc(CN3CCCC3)c2cc1Cl	12%	0%	4%	11%	16%	?	1%	.	-2%
Nc1nc2cc(S(=O)(=O)NC3=NCCCCC3)ccc2s1	2%	-25%	4%	22%	-9%	3%	-4%	-4%	2%
COC(=O)c1cc2oc3ccccc3c2n1CC(=O)Nc1ccc(N(C)C)cc1	.	10%	9%	.	?	?	.	.	-3%
CCOC(=O)c1c(NC(=O)c2ccc(C)cc2)sc2c1CCCCC2	.	13%	4%	.	0%	6%	.	.	2%
COc1cccc(N2CC(C(=O)N3CCC4(CC3)CC(=O)c3ccccc3O4)CC2=O)c1 (stereo not drawn)	0%	?	-27%	0%	?	-8%	2%	3%	-3%
C[C@@]12C(=O)Nc3ccc(F)cc3C(=O)N1[C@H]1c3cc(Cl)ccc3OC[C@@H]1[C@@H]2c1ccccc1	?	?	?	?	0%	18µM*	-2%	21µM*	-12%
COc1ccc(-c2ccc(N(C)C)cc2)cc1[C@H]1[C@H]2C=CC[C@@H](C)[C@@H]2C(=O)N1Cc1ccccc1	8%	11%	-15%	10%	-5%	-3%	0%	0%	0%
O=C(c1ccc(CN2CCOCC2)cc1)N1CCN(c2cccc(Cl)c2)CC1	-8%	8%	-25%	-7%	-7%	-1%	-12%	-3%	6%
CCNC(=O)C(=O)c1c(-c2ccccc2)[nH]c2ccccc12	11%	16%	-14%	2%	?	-10%[0.397 µM]	1%	-2%	-2%
CCc1ccc(-n2c(=O)c3sc4ccccc4c3n(CC(=O)NC3CCCC3)c2=O)cc1	.	13%	7%	.	13%	14%	1%	.	3%
CCN(CC)CCN(Cc1cc2cc3c(cc2[nH]c1=O)OCCO3)C(=S)NCCOC	-5%	-10%	5%	0%	2%	26%	-1%	.	3%
O=C(Nc1ccc2nc(N3CCOCC3)sc2c1)c1ccccc1	-6%	9%	19%	4%	1%	10%	-2%	0%	-18%
C1CCCN(c2nc3nonc3nc2N2CCCCCC2)CC1	-13%	-5%	30%	0%	?	-8%	10%	-7%	10%
Cc1ccccc1NC(=O)CN1CCCC1	-2%	-4%	9%	-4%	-4%	1%	-6%	.	1%
COc1ccc(NS(=O)(=O)c2cc(C(=O)OC(C)C(=O)N3CCOCC3)ccc2Cl)cc1 (stereo not drawn)	-4%	-12%	4%	-5%	?	-31%[inhibitor]	4%	7%	14%
Cc1cc2oc(=O)cc(CSc3nnc(C)n3N)c2cc1C(C)C	-6%	0%	21%	-2%	-4%	-15%	1%	1%	10%
O=C(NN=C1CCCCCC1)c1ccc(Br)o1	15%	11%	8%	13%	-8%	13%	-8%	?	24%
CCN(Cc1cc2ccccc2[nH]c1=O)C(=O)C(C)C	9%	0%	2%	12%	1%	-30%	-5%	-2%	-24%
O=C(COC(=O)c1nc(Cl)c(Cl)c(Cl)c1Cl)c1ccc[nH]1	-1%	?	52%[activator]	1%	?	26%	-6%	?	?
O=C(Cn1c(O)c(/C=C2\C=Nc3ccccc32)sc1=O)Nc1ccc2c(c1)OCO2	-18%	4%	1%	?	-2%	-13%	-4%	0%	14%
COc1ccc(OCC(O)COc2ccc(C(=O)O)cc2)cc1 (stereo not drawn)	-2%	-5%	2%	1%	10%	.	-1%	-12%	7%
N#Cc1ccc(Nc2nc(NCc3ccccc3)nc3ccsc23)cc1	-28%	0%	22%	?	3%	?	27%	.	-6%
O=C(CSc1nc(SCC(=O)NCc2ccccc2)n(-c2ccccc2)n1)NCc1ccccc1	0%	-22%	?	3%	-8%	-22%	1%	2%	-1%
Cc1cc(C)cc(N2C(=O)CN(Cc3sccc3C)C2=S)c1	7%	-6%	?	0%	0%	14%	-2%	5%	-9%
Cc1cccc(NC(=O)c2cc(-c3ccc(C)c(C)c3O)n[nH]2)c1	-1%	12%	19%	-2%	13%	10%	-1%	4%	-4%
Cc1cc(NS(=O)(=O)c2ccc(NC(=O)C3CCCCC3)cc2)no1	-3%	?	-3%	-7%	14%	-10%	0%	0%	1%
CCCC(=O)NCCc1cc2cc(C)c(C)cc2[nH]c1=O	15%	14%	3%	0%	6%	-19%	-3%	-5%	3%
COC(=O)c1ccc(N2CCN(C)CC2)c(NC(=O)COc2ccccc2Cl)c1	-4%	-1%	-9%	0%	-16%	-8%	10%	-4%	11%
CCOc1cc(/C=C2\N=C3CCCCCN3C2=O)ccc1O	-10%	6%	50%[activator]	7%	-1%	16%	-1%	i[1.84 µM]	-17%
Cc1cccc2sc(NC(=O)CCNC(=O)c3ccco3)nc12	-14%	1%	0%	-23%	4%	-28%	8%	-67%[inhibitor]	-2%
COc1cc(O)c(C(CCN2CCCCC2)c2cc(OC)c(OC)c(OC)c2)c(OC)c1 (stereo not drawn)	-9%	-9%	16%	0%	-14%	-10%	13%	-13%[9.22 µM]	1%
CCOC(=O)c1cccc(NC(=O)CN2C(=O)C3CC=CCC3C2=O)c1 (stereo not drawn)	0%	.	-15%	2%	.	17%	4%	1%	-1%
c1ccc2c(c1)OCCc1c-2[nH]c2ccccc12	-24%	9%	?	-5%	9%	13µM*	19%	-10%	-2%
CC(C)c1nc2sc3c(=O)[nH]c(=S)[nH]c3c2c2c1CCCC2	3%	4%	27%	-5%	-22%	22%	1%	-6%	9%
Cc1c(S(=O)(=O)N(C)C2CCCCC2)c(=O)n(C)c(=O)n1C	2%	18%	7%	3%	14%	4%	-4%	?	0%
O=C(NNS(=O)(=O)c1ccc(F)cc1)c1cccc(O)c1	23%	13%	-7%	7%	1%	-8%	-1%	0%	2%

Molecules from the list above that contain a COOH group, in the order listed:
Structure	HT1080 IDH1KD tx	KB-3-1 tox	GLP-1R inv ag	HT1080-NT tox	KB-V1 cytotox	TDP-43 yeast inh	GLP-1R agonist	SW480 rerep	HEK293 tox
CC(C)C[C@@H](CN)NC(=O)c1nc[nH]c1C(=O)N[C@@H](Cc1ccccc1)C(=O)CNC[C@H](C)NC(=O)c1nc[nH]c1C(=O)N[C@@H](CC(=O)O)C(=O)O	13%	1%	18%	15%	-2%	8%	0%	9%	-3%
COc1ccc(OCC(O)COc2ccc(C(=O)O)cc2)cc1 (stereo not drawn)	-2%	-5%	2%	1%	10%	.	-1%	-12%	7%
